High-throughput results: PubChem BioAssay, several laboratories
CSN inh: blocks human CSN-mediated cullin deneddylation. 360,000 tested, 0.38% active. AID 651999. Purified CSN, SCF-Nedd8-OG deneddylation, fluorescence polarization. inhibition, % at 12.5 µM;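 active = pattern-corrected inhibition above about 35%, with an unprinted fluorescence ratio check between 0.5 and 1.5, limit read from the data, passing the limit was not always enough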;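 note: 0% = enzyme with substrate and 100% = substrate without enzyme; some results filed as inactive read as strong as hits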
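Test system: purified human Csn5 enzyme expressed in HEK293T cells. Amount: 0.24 nM enzyme. Reagent: SCFSkp2-Nedd8OG substrate at 10 nM final. Schedule: 90 min incubation of compound, enzyme and substrate at room temperature. Detection: fluorescence polarization. Read-out: % inhibition of substrate cleavage by Csn5.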
DNMT1 block: blocks human DNA methyltransferase DNMT1 | 360,000 tested, 0.83% active | inhibition (reported as % activation of signal), % at 10 µM | P26358 | AID 588458 | DNMT1 molecular beacon, Hinp1I cleavage, fluorescence; in the data active = inhibition above about 50%
NadD block: inhibitors of Staphylococcus aureus NadD; inhibition, % at 20 µM; purified NadD enzyme, colorimetric absorbance read-out; 360,000 tested, 0.78% active; in the data active = inhibition above about 26%; note: some compounds past the cut are filed as inactive
MLLE-PAM2 inh: inhibitors of microRNA-mediated deadenylation, human PABP1 MLLE binding | inhibition, % at 20 µM | 360,000 tested, 0.36% active | GST-MLLE / FITC-PAM2 fluorescence polarization; in the data active = inhibition above about 35%, passing the limit was not always enough;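 note: plate controls were DMSO wells with GST-MLLE for no effect and wells lacking GST-MLLE protein for full effect; some results filed as inactive read as strong as hits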
Target sequence (P11940 whole entry, looked up): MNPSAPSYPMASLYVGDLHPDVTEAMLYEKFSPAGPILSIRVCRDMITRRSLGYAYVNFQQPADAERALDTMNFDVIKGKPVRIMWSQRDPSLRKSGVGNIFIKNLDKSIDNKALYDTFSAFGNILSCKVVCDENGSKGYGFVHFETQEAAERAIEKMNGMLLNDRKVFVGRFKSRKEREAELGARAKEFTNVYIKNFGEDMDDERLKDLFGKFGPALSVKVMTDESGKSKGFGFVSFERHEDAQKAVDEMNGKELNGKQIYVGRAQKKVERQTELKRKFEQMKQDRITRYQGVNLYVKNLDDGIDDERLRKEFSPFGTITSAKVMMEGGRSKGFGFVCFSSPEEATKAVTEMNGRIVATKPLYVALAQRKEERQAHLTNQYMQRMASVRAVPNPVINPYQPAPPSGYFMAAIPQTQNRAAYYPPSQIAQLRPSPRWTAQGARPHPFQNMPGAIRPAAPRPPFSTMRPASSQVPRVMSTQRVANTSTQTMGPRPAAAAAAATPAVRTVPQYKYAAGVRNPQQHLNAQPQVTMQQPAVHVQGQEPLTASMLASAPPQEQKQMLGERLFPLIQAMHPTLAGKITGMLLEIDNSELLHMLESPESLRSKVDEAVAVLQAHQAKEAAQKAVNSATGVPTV
TbMetRS inhib: blocks T. brucei methionyl-tRNA synthetase activity; 360,000 tested, 0.4% active; purified T. brucei MetRS, ATP depletion, Kinase-Glo luminescence; inhibition, % at 11.9 µM; AID 624268;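 active = inhibition above a per-plate cutoff of the control wells' mean inhibition plus 3 SD, cut at about 5.5% in these data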;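 note: 0% = DMSO wells median and 100% = median of wells with control inhibitor compound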
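Assay system: T. brucei methionyl-tRNA synthetase, purified | Medium: HEPES buffer with MgCl2, KCl, DTT, spermine, BSA, pyrophosphatase | Compound: 11.9 µM single point | Incubation: 15 min enzyme-compound preincubation, 2 h reaction, 10 min detection, 25 °C | Measured by: Kinase-Glo luciferase luminescence reporting remaining unconsumed ATP | Measure: % inhibition normalized to control-well medians | Replication: Singlicate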
STEP block: blocks human striatal-enriched tyrosine phosphatase | P54829 | 360,000 tested, 0.25% active | recombinant STEP, OMFP fluorogenic substrate, fluorescence | inhibition, % at 20 µM;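 active = inhibition at 20 µM, scaled per plate between control wells, above about 37%, limit read from the data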;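 note: 0% = DMSO with enzyme and substrate and 100% = substrate only without enzyme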
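Material: STEP (striatal-enriched tyrosine phosphatase) enzyme, cell-free; Compound dosing: 20 µM single dose in 1% DMSO; Technique: fluorescence read at 480 nm ex / 540 nm em; Times: reaction 20 min, ambient temperature; Medium: 50 mM Bis-Tris pH 6.0 with 2.5 mM DTT and 0.005% Tween 20; Also added: OMFP at 25 µM.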
Scp-1 inhibitor: inhibitors of human Scp-1 phosphatase | Recombinant Scp1, phosphopeptide, malachite green phosphate absorbance | inhibition, % at 20 µM | 340,000 tested, 0.88% active;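 active = inhibition above about 50% at 20 µM, limit read from the data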;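 note: plate controls were DMSO wells with enzyme for no effect and wells lacking enzyme for full effect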
Target sequence (Q9GZU7 76-261 limits assumed): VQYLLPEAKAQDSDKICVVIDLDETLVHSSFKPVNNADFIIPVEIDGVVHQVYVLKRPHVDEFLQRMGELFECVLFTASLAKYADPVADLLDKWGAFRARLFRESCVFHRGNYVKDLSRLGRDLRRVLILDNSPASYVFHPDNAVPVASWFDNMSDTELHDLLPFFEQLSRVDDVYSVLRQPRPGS
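Material: truncated SCP-1 phosphatase (76-261aa) / Buffer or medium: 50 mM Tris acetate pH 5.5, 0.005% Tween-20, 10 mM MgCl2 / Compound dosing: one concentration, 20 µM, with 1.0% DMSO / Incubation: 45 min room-temperature reaction, 5 min colour, 30 min stabiliser / Detection: colorimetric free-phosphate detection, absorbance 630 nm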
SUMO1-SIM PPI: SUMO1-SIM interaction modulation. SUMO1 binding to a labelled peptide, TR-FRET, 1 h. inhibition, % at 20 µM. 360,000 tested, 0.33% active. AID 602429; in the data active = inhibition above about 37%
Target sequence (P63165 whole entry, looked up): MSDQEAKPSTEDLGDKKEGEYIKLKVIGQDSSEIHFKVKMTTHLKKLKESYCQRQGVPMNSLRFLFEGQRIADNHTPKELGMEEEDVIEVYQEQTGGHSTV
Rpn11 block: blocks the human proteasome subunit Rpn11 | O00487 | human 26S proteasome, Ub4-pepOG fluorescence polarization; 20S core pre-blocked with epoxomicin | calls only at 20 µM | 360,000 tested, 0.59% active;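 active = inhibition at 20 µM, scaled to each plate's controls, above about 33%, limit read from the data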
LMPTP block: LMPTP (human) inhibition | P24666 | recombinant LMPTP-A, OMFP fluorogenic substrate, fluorescence intensity | inhibition, % at 20 µM | 360,000 tested, 0.22% active | AID 651560;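 active = compounds that cut the enzyme signal by at least half of the control window in the single-dose screen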;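 note: plate controls were DMSO wells with enzyme plus substrate for no effect and substrate without enzyme for full effect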
Target sequence (P24666 whole entry, looked up): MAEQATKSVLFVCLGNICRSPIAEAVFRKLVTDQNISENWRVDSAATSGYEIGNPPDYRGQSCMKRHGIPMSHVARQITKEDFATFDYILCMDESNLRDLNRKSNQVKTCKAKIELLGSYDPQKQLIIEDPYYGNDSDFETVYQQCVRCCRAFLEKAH
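Test system: LMPTP-A phosphatase enzyme; input: 0.625 nM LMPTP-A final; reagent: OMFP substrate, 400 µM final; compound dosing: 20 µM single dose, 3% DMSO; incubation: 50 min dark incubation at room temperature; measured by: endpoint fluorescence intensity from OMFP dephosphorylation; measure: % inhibition relative to no-enzyme and uninhibited control wells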
* hit, by the source's call; i = inactive; . = not tested or not shown; + = active, no number. This is a random part of the collection. About 3.6% of those tested had a hit in this group.

Values in the order: CSN inh, DNMT1 block, NadD block, MLLE-PAM2 inh, TbMetRS inhib, STEP block, Scp-1 inhibitor, SUMO1-SIM PPI, Rpn11 block, LMPTP block
> COc1ccc(N2CCN(C(=O)COC(=O)COc3ccc(C#N)cc3)CC2)cc1
→ 2, -2, -1, 0, 0.4, 6, -4, 3, i, 0.6
> CCCn1nc(C(=O)Nc2ccc3nc(C)sc3c2)c2ccccc2c1=O
→ 1, -5, -13, -7, -0.5, 2, -6, -4, i, 1.1
> COc1cccc(-c2nc(NC3CCCC3)c3ccccc3n2)c1O
→ 4, -8, 17, -14, -1.4, 0, -4, 9, i, 10
> Cc1ccc(-c2nc(NCCCO)c3ccccc3n2)cc1
→ 0, 7, -2, -1, 0.1, -6, -6, 21, i, 48
> COc1ccc([N+](=O)[O-])cc1NC(=O)C1(c2ccc(OC)c(OC)c2)CCOCC1
→ -8, -1, -2, -6, -0.5, 0, -11, -15, i, 1.2
> COc1ccc(CCNC(=O)c2cc(-c3cc(C)c(C)cc3O)n[nH]2)cc1OC
→ -5, -1, -9, -1, 0.2, -3, -8, 0, i, 0.9
> CCCOc1ccc(Oc2ccc(S(=O)(=O)N3CCN(C)CC3)cn2)cc1
→ -1, -4, -4, 2, -0.2, 2, -4, 2, i, 0.0
> OCCN=C1CCCc2c1[nH]c1ccc(Br)cc21
→ 0, -15, -8, -11, 0.5, 3, -18, -16, i, 1.5
> COc1ccc(Cl)cc1-n1c(=S)sc2c(=O)[nH]c(SCC(=O)NCCC(C)C)nc21
→ -2, -3, 1, 19, 0.0, -1, -6, 3, i, -1.1
> Oc1[nH]c2ccccc2c1N=Nc1ccccc1Cl
→ 9, 54*, 5, 4, -0.3, -4, 7, -3, i, -1.0
> O=C(c1ccccc1)N1N=C(C(F)(F)F)CC1(O)c1ccccc1O (centres undefined)
→ 5, 2, -5, 2, -0.2, 0, -1, 4, i, -0.3
> Cc1cc(=O)oc2cc3c(cc12)OCO3
→ 2, 9, -5, -6, -1.0, -1, 2, 12, i, -0.3
> CCCCCCOC(=O)Nc1ccc(S(=O)(=O)Nc2cccc([N+](=O)[O-])c2)cc1
→ 0, -1, -2, 16, 0.2, 1, -16, -4, i, 2.0
> CC(C)(C)C(=O)N1CCN(S(=O)(=O)c2ccc3c(c2)OCCCO3)CC1
→ 1, 1, -1, 3, -0.3, -2, -4, 0, i, -0.8
> CC1(C)OC2C(O1)[C@@H](CO)O[C@H]2n1cnc2c(N)ncnc21 (some centres undefined)
→ 6, 2, 3, 7, -0.2, -1, -4, -3, i, -0.5
> Nc1nnc(SCc2ccccc2)n1-c1ccccc1
→ -6, 1, 1, 1, 0.0, 1, -8, 1, i, -1.2
> Cc1cccc(-n2c(O)c(C=NCCCN3CCOCC3)c3ccccc3c2=O)c1
→ -6, 0, 4, -9, 0.5, -4, -4, -9, i, -4.1
> CCOC(=O)C(C)Sc1nc(N2CCOCC2)c2c(c1C#N)CC(C)(C)OC2 (centres undefined)
→ 0, 3, -1, -1, 0.1, -1, -7, 0, i, -0.9
> CCN(C(=O)COC(=O)c1c(-c2ccccc2)noc1C)c1c(N)n(Cc2ccccc2)c(=O)[nH]c1=O
→ 2, 1, -6, 6, 0.2, -1, -7, 2, i, -0.8
> CN(CC(=O)Nc1ccc(F)cc1)CC(=O)N1CCCCCC1
→ -6, 2, 2, -55, -0.2, -3, 1, 22, i, -1.2
> O=C(CN1CCN(C(=O)c2ccco2)CC1)Nc1cc(C(F)(F)F)ccc1Cl
→ 2, -5, 0, -6, -1.3, -2, 0, 3, i, -0.4
> Cc1nc2ccc(NC(=O)[C@@H](NC(=O)c3c(F)cccc3F)C(C)C)cc2s1
→ 9, -11, 1, -67, -0.4, -1, -1, -5, +, 1.4
> CC(=O)Nc1ccc(S(=O)(=O)N2CCN(CC(=O)N3CCOCC3)CC2)cc1
→ 3, 1, 3, 3, 0.3, -3, -1, 6, i, -1.4
> O=C1CCc2cc(S(=O)(=O)NCCC(=O)N3CCN(c4cccc(Cl)c4)CC3)ccc2N1
→ 2, -3, 1, 9, -1.0, 0, -3, -1, i, -0.8
> C=Cc1ccc(Cn2nc(-c3ccccc3)ccc2=O)cc1
→ 2, 0, -2, 16, -0.4, 3, -13, -3, i, 0.4
> Cc1cc(NC(=O)c2ccc3c(c2)C(=O)N(C(C)(C)C)C3=O)no1
→ 3, 19, 8, -7, -0.2, 3, -4, 1, i, 0.5
> CN(Cc1ccccc1)C(=O)c1[nH]cnc1C(=O)N[C@@H](CCCCNC(=O)OC(C)(C)C)C(=O)OC(C)(C)C
→ -1, 12, 11, 3, -0.4, 0, 1, 0, i, 1.2
> CCCCC(=O)Nc1cccc(C(=O)N/N=C/c2ccc(OC)cc2OC)c1
→ -12, 14, 0, 12, -0.3, -1, -4, -3, i, -1.7
> Nc1cc(-c2nn[nH]n2)ccc1F
→ -2, 8, 1, -8, -2.3, -1, 9, 13, i, -0.2
> Cc1ccc(SCC(=O)Nc2cc(C)on2)cc1
→ 2, 2, -4, 15, 0.0, 4, -13, 3, i, -0.3
> Cc1cccc(OCc2nc(C#N)c(NCCN(C)C)o2)c1
→ 0, 0, 0, -1, -0.4, -4, -3, 1, i, -3.5
> CC1=Nc2cc(C(=O)NCC3CCCO3)ccc2Sc2ccc(C)cc21 (centres undefined)
→ 1, -1, 4, -4, -0.2, 1, -4, -10, i, -0.5
> Cc1cccc(C(=O)NCc2nnc(SCC(=O)NC3=NCCS3)n2C)c1
→ -1, 3, -1, 0, 0.2, 1, 2, 5, i, -1.3
> FC(F)(F)COc1nc(OCC(F)(F)F)nc(N2CCN(c3ccccc3)CC2)n1
→ -4, 12, -3, 2, -0.8, 1, -2, 1, i, 2.0
> COc1cccc(C2/C(=C(/O)c3ccc4c(c3)CC(C)O4)C(=O)C(=O)N2c2nnc(C)s2)c1 (centres undefined)
→ 0, 0, 12, -3, -0.3, 14, 1, -15, i, -1.9
> Nc1ccn([C@@H]2O[C@H](CNCc3cccc(OC4CCCC4)c3)[C@@H](O)[C@H]2O)c(=O)n1
→ 4, 1, -1, 6, -0.4, -2, ., 1, i, -1.1
> CCC(C)(C)NC(=O)C1CCN(c2nc(C)cc(C)n2)CC1
→ 4, -2, -3, -3, -1.6, -1, 2, 3, i, 1.6
> CN(C(=O)c1ccc2c(c1)SC1=NS(=O)(=O)CCN12)C(c1ccccc1)c1ccccc1
→ -11, 0, 15, -12, 0.1, 2, -1, 0, i, 0.0
> Cc1cc(C)cc(NC(=O)CCCN2C(=O)C(c3ccccc3)Oc3cccnc32)c1 (centres undefined)
→ -2, -3, -2, 6, -0.2, 0, -5, 1, i, 2.4
> COC(=O)c1ccc(/C=C/C(=O)c2cccc(OC)c2)cc1
→ 21, 1, 2, -7, 0.3, 2, -10, 7, i, 1.1
> COc1ccc(CNC(=O)C2CCCN(S(=O)(=O)c3ccc4c(c3)C(C)(C)C(=O)N4C)C2)cc1 (centres undefined)
→ 3, -2, -5, 9, 0.1, -1, -12, 3, i, 0.6
> Cc1nn(-c2nc(-c3ccco3)cc(C(F)(F)F)n2)c(C)c1Br
→ 1, -1, -10, 2, -0.3, -5, -6, 1, i, 1.4
> COc1ccccc1OCCn1cc(C(=O)C(C)C)c2ccccc21
→ -5, 1, 0, -9, -0.5, 1, -8, 3, i, -0.1
> O=C(O)C1CCN(C(=O)CSc2nnc(-c3ccccc3)o2)CC1
→ -1, -1, -2, -21, -0.1, 1, -4, 1, i, -0.9
> C/C(=N\NC(=S)Nc1ccc(C(C)C)cc1)c1ccc2c(c1)OCO2
→ -7, 1, 6, 25, -0.9, 3, -3, 10, i, -0.1
> On1c(-c2ccc(Cl)cc2)nc2ccccc21
→ -14, -2, -6, -1, 0.5, -1, -6, -4, i, -0.8
> CC1(C)OC2C(CO)OC(n3cnc4c(=S)nc[nH]c43)C2O1 (centres undefined)
→ -2, 8, -9, 18, 0.0, 2, -10, -1, i, -2.7
> CCNS(=O)(=O)c1ccc(CCC(=O)NC2CCCC2)cc1
→ -3, 0, -3, 10, -0.3, -3, -12, 4, i, -0.7
> Cc1sc2ncnc(SCC(=O)Nc3ncccc3O)c2c1C
→ 13, 29, 8, -43, -0.3, 5, 59*, 20, i, 8.2
> CCOC(=O)Cn1ccc(-c2ccccc2)c(C#N)c1=O
→ 7, -4, 2, 17, -0.2, -3, -1, -7, i, -1.0
> Nc1ccc2c(c1)OCCOCCOCCOCCOCCO2
→ -9, -8, 0, -1, 0.3, -3, -3, -5, i, 0.8
> CCN(c1ccccc1)S(=O)(=O)c1cc2c3c(c1)CCN3C(=O)CC2
→ 1, 1, -1, -5, -0.4, -4, ., 0, i, -0.4
> O=C(COC(=O)c1cccc(F)c1)Nc1ccc2c(c1)OCCO2
→ 1, 2, -1, 6, -0.2, -2, -5, 7, i, -0.2
> CC(C)(C)Oc1ccccc1Nc1nc(NCCO)nc(N2CCCC2)n1
→ -2, -3, -5, 3, 0.0, 2, -2, 8, i, 0.5
> O=C(C1CCCN(S(=O)(=O)c2ccccc2[N+](=O)[O-])C1)N1CCN(c2ccccc2)CC1 (centres undefined)
→ -4, -2, -4, 4, -0.8, -2, 1, -6, i, -0.6
> CN(c1ccccc1)S(=O)(=O)c1ccc(C(=O)N2CCN(c3ccccc3F)CC2)cc1
→ -1, 1, -3, -2, -0.3, 2, -6, 4, i, 0.1
> CCC1(C)Cc2c(sc3nc(SCC(=O)O)[nH]c(=O)c23)CO1 (centres undefined)
→ 3, -3, 0, 11, 0.2, 0, -3, 11, i, 0.4
> O=c1c2ccccc2c(/C=N/c2n[nH]c(CCCO)n2)c(O)n1-c1ccccc1Cl
→ 5, 15, -2, 6, -1.2, 6, 2, -25, i, 2.2
> COc1cc(/C=C/c2ccc3cccc(O)c3n2)cc(Br)c1OC
→ 2, -10, 10, 4, -1.3, 0, 3, -3, i, 3.1
> COc1ccc(CNS(=O)(=O)c2cc(-c3cc(C)no3)ccc2C)cc1OC
→ -1, -2, -6, -4, -0.5, 2, -3, -4, i, -2.2
> Cn1cccc1C(=O)NC(=O)COC(=O)CNS(=O)(=O)c1ccc(Br)cc1
→ 2, -9, -2, -14, -0.5, -4, -3, 2, i, 1.2
> Cc1ccc(NC(=O)CN(C)C(=O)c2cc(C)on2)cc1
→ -2, 7, 1, 1, -0.3, 3, -6, 3, i, -1.0
